Bioassay records as filed in PubChem BioAssay.
ARNT TACC3 PPI – disruptors of human ARNT/TACC3 interaction. AlphaScreen His-ARNT PAS-B/GST-TACC3 binding, luminescence; TACC3 fragment carries E629A point mutation. inhibition, % at 9.99 µM. 390,000 compounds, 0.66% hits. AID 623870;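 active = mean inhibition of replicates at least 50% and at least half of replicates each reaching 50%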;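 note: 0% = complete ARNT plus TACC3 wells and 100% = ARNT alone without TACC3; many hits fall short of the cut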
PglD inh – PglD (C. jejuni) enzyme inhibition. purified PglD enzyme, DTNB colorimetric CoA detection. 360,000 compounds, 0.098% hits. AID 602405. inhibition, % at 12.5 µM; in the data active = inhibition above about 16%, passing the limit was not always enough; note: strong numbers were not always called active
PAX8 inh HTS – PAX8 transcriptional activity inhibition; RMG-I TPO-luciferase reporter, SteadyGlo, 24 h; AID 652154; inhibition, % at 12.6 µM; 360,000 compounds, 1.2% hits;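 active = mean replicate inhibition at least 60% with every replicate also reaching 60%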;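 note: luciferase light reporting Pax8 driven TPO promoter activity; plate controls were median of neutral control wells for no effect and mitoxantrone controls for full effect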
C2C12 statin – suppression of simvastatin myotoxicity; 330,000 compounds, 0.78% hits; C2C12 myotubes + simvastatin, ATP luminescence, 48 h; scaled: DMSO 0, geranylgeraniol control 100; rescue of ATP level, % at 7.49 µM;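 active = mean ATP rescue above about 67%, or every replicate alone reaching that limit, limit read from the data, passing the limit was not always enough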;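 note: myotubes were challenged with 10 µM simvastatin during compound exposure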
Cneo AK release – Cryptococcus neoformans lysis via adenylate kinase release; C. neoformans lysis, adenylate kinase release luminescence, 4 h; normalised: neutral wells 0, clomiphene wells 100; AID 651654; lysis activity, % at 15 µM; 360,000 compounds, 0.2% hits;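 active = mean lysis activity across replicates of at least 80%, whatever share of replicates individually reach that level; inactive = mean lysis activity below 80%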
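Assay system: C. neoformans cells. Amount: yeast cell density of 5 × 10^6 cells/mL. Technique: AK luminescence. Buffer or medium: YPD. Times: static 4 h at 37 °C with compound, 1 h detection. Dosing: single-point compound dose. Read-out: lysis from increased AK signal.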
PGC1a acetyl inh – modulators of PGC1a acetylation; inhibition, % at 15.6 µM; U2OS PGC1a acetylation, AlphaScreen anti-acetyl-lysine; with virally co-expressed GCN5 acetyltransferase; 350,000 compounds, 0.17% hits;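 active = every replicate shows inhibition of at least 40%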;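 note: 0% = neutral control wells and 100% = positive control wells; some results beyond the cut were filed as inactive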
LGR2 inh – blocks bursicon-induced cAMP signaling via Drosophila LGR2. HEK293 LGR2, CRE-luciferase, bursicon-stimulated, 4 h. inhibition, % at 9.99 µM. 380,000 compounds, 0.35% hits;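 active = drop in luminescence signal, shown as inhibition above about 50% in the replicate tests, limit read from the data, passing the limit was not always enough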;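 note: agonist challenge used bursicon conditioned medium at about half maximal strength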
INS-1E GSIS act – primary screen for activators of insulin secretion dependent on glucose, INS-1E cells, GLuc reporter luminescence; INS-1E GLuc reporter insulin secretion, 2-3 h; activation, % at 16.6 µM; 370,000 compounds, 0.61% hits;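 active = lowest replicate activation of at least 40%, so every replicate reaches that level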;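 note: 0% = median of neutral control wells and 100% = median of IBMX positive control wells; some compounds called inactive have numbers as strong as hits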
* hit, by the source's call. Outcome played no part in choosing rows (roughly 2.9% active in at least one column).

Start of the data: the first four entries, ahead of the listing:
`CSc1ncccc1C(=O)Nc1ccc(OC(F)(F)F)cc1` gave ARNT TACC3 PPI -4, PAX8 inh HTS -21, C2C12 statin -7, Cneo AK release -2, PGC1a acetyl inh 12, LGR2 inh -2 and INS-1E GSIS act -2.
Screening CC(=O)Nc1cccc(NS(=O)(=O)Cc2ccc(Cl)cc2)c1 returned ARNT TACC3 PPI -9, PglD inh -7, C2C12 statin 2, Cneo AK release 1 and PGC1a acetyl inh 8.
`C[C@H]1CN([C@@H](C)CO)S(=O)(=O)c2ccc(-c3ccc(F)cc3)cc2O[C@H]1CN(C)C(=O)Nc1ccccc1F` gave ARNT TACC3 PPI -14, PglD inh 0, C2C12 statin 22, Cneo AK release 56, PGC1a acetyl inh -6, LGR2 inh 5 and INS-1E GSIS act -11.
For Cc1ccc2nc(NC(=O)C3CSC4(C)CCC(=O)N34)sc2c1 (stereo unspecified) the results were ARNT TACC3 PPI 8, PglD inh 6, PAX8 inh HTS -5, C2C12 statin -13, Cneo AK release -8, LGR2 inh -16 and INS-1E GSIS act -18.

All compounds of this part (from the top)
`CSc1ncccc1C(=O)Nc1ccc(OC(F)(F)F)cc1` gave ARNT TACC3 PPI -4, PAX8 inh HTS -21, C2C12 statin -7, Cneo AK release -2, PGC1a acetyl inh 12, LGR2 inh -2 and INS-1E GSIS act -2.
Screening CC(=O)Nc1cccc(NS(=O)(=O)Cc2ccc(Cl)cc2)c1 returned ARNT TACC3 PPI -9, PglD inh -7, C2C12 statin 2, Cneo AK release 1 and PGC1a acetyl inh 8.
`C[C@H]1CN([C@@H](C)CO)S(=O)(=O)c2ccc(-c3ccc(F)cc3)cc2O[C@H]1CN(C)C(=O)Nc1ccccc1F` gave ARNT TACC3 PPI -14, PglD inh 0, C2C12 statin 22, Cneo AK release 56, PGC1a acetyl inh -6, LGR2 inh 5 and INS-1E GSIS act -11.
For Cc1ccc2nc(NC(=O)C3CSC4(C)CCC(=O)N34)sc2c1 (stereo unspecified) the results were ARNT TACC3 PPI 8, PglD inh 6, PAX8 inh HTS -5, C2C12 statin -13, Cneo AK release -8, LGR2 inh -16 and INS-1E GSIS act -18.
`COc1ccc(C(=O)CC(C(=O)O)c2ccc(OC)c(OC)c2)cc1OC` (stereo unspecified) gave PglD inh 3, PAX8 inh HTS -9, C2C12 statin 6, Cneo AK release -2, LGR2 inh -5 and INS-1E GSIS act 7.
`O=C(O)CC1S/C(=N/N=C/c2ccc(Br)cc2)N(c2ccccc2)C1=O` (stereo unspecified) gave ARNT TACC3 PPI -8, PglD inh 2, PAX8 inh HTS 8, C2C12 statin 8, Cneo AK release -1, PGC1a acetyl inh 75* and INS-1E GSIS act 6.
For CCC(Sc1nc(N)cc(N)n1)C(=O)O (stereo unspecified) the results were ARNT TACC3 PPI -23, PglD inh 10, C2C12 statin 1, Cneo AK release 1 and PGC1a acetyl inh 5.
Screening CCCN1C[C@H](C)[C@H](OC)CN(C)C(=O)c2ccc(NC(=O)Nc3c(C)noc3C)cc2OC[C@H]1C returned ARNT TACC3 PPI -6, PglD inh 0, C2C12 statin -2, Cneo AK release 0, PGC1a acetyl inh 1, LGR2 inh 6 and INS-1E GSIS act 10.
Screening Cc1c(NC(=S)NC(=O)COc2ccccc2)c(=O)n(-c2ccccc2)n1C returned ARNT TACC3 PPI -6, PglD inh 1, PAX8 inh HTS -9, Cneo AK release 2, PGC1a acetyl inh -6, LGR2 inh -39 and INS-1E GSIS act -2.
`COc1ccc(NC(=O)N(C)C[C@@H]2OCc3ccccc3-c3ccccc3C(=O)N([C@H](C)CO)C[C@H]2C)cc1` gave ARNT TACC3 PPI -6, PglD inh 4, Cneo AK release -1, PGC1a acetyl inh 2, LGR2 inh 10 and INS-1E GSIS act -15.
`Cn1c(N)c(C(=O)COC(=O)C2CCN(S(=O)(=O)c3cccs3)CC2)c(=O)n(C)c1=O` gave ARNT TACC3 PPI 3, PglD inh 1, PAX8 inh HTS -1, C2C12 statin -3, Cneo AK release 0, PGC1a acetyl inh 7, LGR2 inh 31 and INS-1E GSIS act -5.
Screening Fc1cccc(-c2ncc(-c3ccccc3)o2)c1 returned ARNT TACC3 PPI 0, PglD inh 1, PAX8 inh HTS -100, C2C12 statin -3, Cneo AK release -1 and LGR2 inh -95.
`Cc1cc(C(=O)OCC(=O)NCCc2ccc(S(N)(=O)=O)cc2)c2ccccc2n1` gave ARNT TACC3 PPI -4, PglD inh 1, PAX8 inh HTS 9, C2C12 statin 2, Cneo AK release 3, PGC1a acetyl inh -3, LGR2 inh -7 and INS-1E GSIS act 3.
`O=[N+]([O-])c1cccc(S(=O)(=O)NCCCn2ccnc2)c1` gave ARNT TACC3 PPI 33, PglD inh -4, PAX8 inh HTS 9, C2C12 statin -1, Cneo AK release -4, PGC1a acetyl inh -8, LGR2 inh 16 and INS-1E GSIS act 17.
Screening CCOc1ccc(NC(=O)CCNC(=O)Cn2cnc3ccccc3c2=O)cc1 returned ARNT TACC3 PPI -1, PglD inh 0, PAX8 inh HTS 4, C2C12 statin -53, Cneo AK release 4, PGC1a acetyl inh -2, LGR2 inh -12 and INS-1E GSIS act 21.
Screening C=CC[C@@H](CC(=O)N(CCO)Cc1ccccc1)C(=O)NCCOC(=O)[C@H](CC=C)CC(=O)OC(C)(C)C returned ARNT TACC3 PPI -5, PglD inh 4, PAX8 inh HTS 2, C2C12 statin -1 and Cneo AK release 7.
`O=C(NCc1ccccn1)C(=O)N/N=C/c1ccccc1O` gave ARNT TACC3 PPI 64*, PglD inh 2, PAX8 inh HTS 18, C2C12 statin 17, Cneo AK release 1, PGC1a acetyl inh 7, LGR2 inh 2 and INS-1E GSIS act 0.
`CCCCNC(=O)Cn1c(=O)oc2cc(S(=O)(=O)N3CC(C)CC(C)C3)ccc21` (stereo unspecified) gave ARNT TACC3 PPI 2, PglD inh -3, PAX8 inh HTS 28, C2C12 statin -9, Cneo AK release -1, PGC1a acetyl inh -3, LGR2 inh 1 and INS-1E GSIS act -9.
CC(C)(C)OC(=O)N1CCC(C(=O)Nc2cccc(C(=O)N3CCOCC3)c2)CC1 was read as ARNT TACC3 PPI -7, PglD inh 5, PAX8 inh HTS -20, C2C12 statin 2, Cneo AK release 7, LGR2 inh -12 and INS-1E GSIS act -6.
`C[C@@H]1CN([C@@H](C)CO)C(=O)c2cc(C3=CCCCC3)cnc2O[C@@H]1CN(C)C(=O)CN1CCOCC1` gave ARNT TACC3 PPI 0, PglD inh 2, C2C12 statin 6, Cneo AK release 2, PGC1a acetyl inh 6, LGR2 inh -9 and INS-1E GSIS act 8.
`COc1ccc(C(=O)Nc2cccc(S(=O)(=O)N(C)C)c2)cc1S(=O)(=O)N1CCOCC1` gave ARNT TACC3 PPI 34, PglD inh 5, C2C12 statin 10 and Cneo AK release 2.
`CC(C)C1(C)C(=O)N=C2c3ccccc3C(=O)N21` (stereo unspecified) gave ARNT TACC3 PPI 0, PglD inh -2, C2C12 statin -3, Cneo AK release 2 and PGC1a acetyl inh -4.
Cc1ccc(C(=O)N/N=C\c2c(C)nn(-c3ccccc3)c2Cl)cn1 was read as ARNT TACC3 PPI 5, PAX8 inh HTS 8, LGR2 inh -25 and INS-1E GSIS act 5.
Screening CCN(CC)S(=O)(=O)c1cccc(C(=O)Oc2cccnc2)c1 returned ARNT TACC3 PPI 15, PglD inh 6, PAX8 inh HTS 15, C2C12 statin 0, Cneo AK release 2 and PGC1a acetyl inh 0.
`CCC(Sc1nc2c(cnn2-c2ccccc2)c(=O)[nH]1)C(=O)OC` (stereo unspecified) gave ARNT TACC3 PPI -1, PglD inh -1, PAX8 inh HTS -5, C2C12 statin -9, Cneo AK release 5, PGC1a acetyl inh -4 and LGR2 inh 14.
`CC1=CC(c2ccccc2)n2nc(N3C(=O)CCC3=O)nc2N1` (stereo unspecified) gave ARNT TACC3 PPI -2, PglD inh -2, C2C12 statin 25, Cneo AK release 2 and PGC1a acetyl inh 5.
For CC(=O)CCc1oc2c([N+](=O)[O-])cccc2c1-c1ccc(C)o1 the results were ARNT TACC3 PPI 8, PAX8 inh HTS 22, PGC1a acetyl inh -21, LGR2 inh -5 and INS-1E GSIS act -26.
`Cc1c(NC(=O)C2CC=CCC2C(=O)O)c(=O)n(-c2ccccc2)n1C` (stereo unspecified) gave ARNT TACC3 PPI -3, PglD inh 1, C2C12 statin 1, Cneo AK release -1 and PGC1a acetyl inh -3.
O=C(Cn1nc(C(F)(F)F)c2c1CCCC2)NCCN1CCOCC1 was read as ARNT TACC3 PPI 7, PglD inh 1, C2C12 statin 11 and Cneo AK release 2.
CC(C)C[C@H]1CNC(=S)N1C[C@H]1CCCN1C[C@H](CC(C)C)N1C[C@H](Cc2ccc(O)cc2)N(CC2CCCCCC2)C1=S was read as PglD inh 6, PAX8 inh HTS 9, C2C12 statin -5, Cneo AK release 0, PGC1a acetyl inh 10, LGR2 inh -2 and INS-1E GSIS act -7.
C[C@@H]1CN([C@H](C)CO)C(=O)c2cccc(NC(=O)C3CCOCC3)c2O[C@@H]1CN(C)CC1CCCCC1 was read as PglD inh -3, PAX8 inh HTS -4, C2C12 statin 36, Cneo AK release 0, PGC1a acetyl inh -5, LGR2 inh 1 and INS-1E GSIS act -2.
COc1ccc(N(C(=O)CS(=O)CC(=O)Nc2ccc(F)cc2)C(C(=O)NC2CCCCC2)c2cccs2)cc1 (stereo unspecified) was read as ARNT TACC3 PPI 2, PAX8 inh HTS 3, LGR2 inh 19 and INS-1E GSIS act 1.
Screening COc1ccc(C(=O)Nc2ccccc2-c2nnn(CC(N)=O)n2)cc1 returned ARNT TACC3 PPI 6, PglD inh 6, PAX8 inh HTS 6, C2C12 statin -2, Cneo AK release 1, PGC1a acetyl inh -6, LGR2 inh 15 and INS-1E GSIS act 30.
Screening O=C1/C(=C/c2cccc([N+](=O)[O-])c2)CCc2ccccc21 returned ARNT TACC3 PPI 9, PAX8 inh HTS -21, C2C12 statin -7, Cneo AK release 2, PGC1a acetyl inh -10, LGR2 inh -3 and INS-1E GSIS act 40.
C=CCn1c(SCC(=O)c2ccc(CNC(C)=O)o2)nc2ccccc2c1=O was read as ARNT TACC3 PPI -2, PglD inh 2, C2C12 statin -4, Cneo AK release 0, PGC1a acetyl inh -24, LGR2 inh -1 and INS-1E GSIS act 54.
`CC(C(=O)NCc1ccc(F)cc1)n1ccc2cc(S(=O)(=O)N3CCCC3)ccc21` (stereo unspecified) gave ARNT TACC3 PPI -4, PglD inh -1, PAX8 inh HTS 2, C2C12 statin -10, Cneo AK release 2, PGC1a acetyl inh -5, LGR2 inh 9 and INS-1E GSIS act -21.
`COC(=O)c1cn(Cc2c(C)cc(C)cc2C)nn1` gave ARNT TACC3 PPI -5, PAX8 inh HTS -2, LGR2 inh 6 and INS-1E GSIS act -4.
Screening Cc1ccc(C)c(CN2C(=O)CSc3ccc(C(=O)NCC(C)CN4CCC(C)CC4)cc32)c1 (stereo unspecified) returned ARNT TACC3 PPI 35, PAX8 inh HTS -27, C2C12 statin -14, PGC1a acetyl inh 8, LGR2 inh -22 and INS-1E GSIS act 15.
`Cc1ccc(Cl)cc1NC(=O)c1cccc(OC(F)F)c1` gave ARNT TACC3 PPI -4, PglD inh 0, C2C12 statin -118, Cneo AK release -3, PGC1a acetyl inh 1, LGR2 inh -6 and INS-1E GSIS act -41.
Screening CCCn1nnc(NCc2ccc(OCc3cccs3)c(OC)c2)n1 returned ARNT TACC3 PPI -1, PglD inh -8, C2C12 statin 6, Cneo AK release 1 and PGC1a acetyl inh 9.
`CCCNC(=O)N(C)C[C@H]1Oc2cc(C3=CCCCC3)ccc2S(=O)(=O)N([C@@H](C)CO)C[C@@H]1C` gave ARNT TACC3 PPI 0, PglD inh -5, PAX8 inh HTS -11, C2C12 statin -1, Cneo AK release -3, PGC1a acetyl inh -9, LGR2 inh 10 and INS-1E GSIS act 0.
